Bioassay records as filed in PubChem BioAssay.
LDHA block: qHTS assay for inhibitors of human lactate dehydrogenase; L-lactate dehydrogenase A chain (Homo sapiens), P00338; purified LDHA, NADH/diaphorase-resazurin fluorescence; hits give low values; activity change, % (values are at about 110 or 230 µM); hit rate 0.15% among 480,000; in the data active means activity change below about -30%; inconclusive means mostly about -25% to -30%;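 further: plate controls were DMSO wells for no effect and wells without enzyme for full effect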
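Remaining NADH was detected by diaphorase (0.133 mg/mL) converting 37 µM resazurin to fluorescent resorufin, read at 0 and 20 minutes. The preceding 5-minute room-temperature reaction used 2 nM LDHA, 0.2 mM sodium pyruvate and 0.06 mM NADH at pH 7.4.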
Vif-A3F inh: qHTS for Inhibitors of Vif-A3F Interactions: qHTS; HeLa A3F-eYFP + Vif (tagged APOBEC3F with the HIV-1 protein that degrades it), YFP fluorescence increase; Potency, µM (top dose mostly 46.1 µM), for inactives: at the top dose activity, negative = active; hit rate 0.2% among 390,000; further: potency means the concentration at half of the fitted maximal effect; % of control where 0% means no effect; nearly all actives have a fitted effect of over 65% in size
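Fluorescence increase (Ex 488/Em 500-530) after overnight compound treatment at 37 deg C flags inhibition of Vif-driven A3F-eYFP loss in stable HeLa A3F-eYFP/Vif cells seeded overnight beforehand.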
Vif-APOBEC3G blk: qHTS for Inhibitors of Vif-A3G Interactions: qHTS. DNA dC->dU-editing enzyme APOBEC-3G (Homo sapiens), Q9HC16. HeLa A3G-eYFP + Vif (tagged APOBEC3G with the HIV-1 protein that degrades it), YFP fluorescence, overnight. Potency, µM (doses to about 46.1 µM), for the others: at the highest dose activity, negative = active, actives largely listed as inhibitors. hit rate 0.076% among 410,000;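 further: potency means the concentration at half of the fitted maximal effect; on the % scale 0 is the no-effect control and ±100 the full control effect; nearly all actives have a fitted effect of over 60% in size; hits raise eYFP signal because A3G escapes Vif-driven loss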
Target sequence (Q9HC16 whole entry, looked up): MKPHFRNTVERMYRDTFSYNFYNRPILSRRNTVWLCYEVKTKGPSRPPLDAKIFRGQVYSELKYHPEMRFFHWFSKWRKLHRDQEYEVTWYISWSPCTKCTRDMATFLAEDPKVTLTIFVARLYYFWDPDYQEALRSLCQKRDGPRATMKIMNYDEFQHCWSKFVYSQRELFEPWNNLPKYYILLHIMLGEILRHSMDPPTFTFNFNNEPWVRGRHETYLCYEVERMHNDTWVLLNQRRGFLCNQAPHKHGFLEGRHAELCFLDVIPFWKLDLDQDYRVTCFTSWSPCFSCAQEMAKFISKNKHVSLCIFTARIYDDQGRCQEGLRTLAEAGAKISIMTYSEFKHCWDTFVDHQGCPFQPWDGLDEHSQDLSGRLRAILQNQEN
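Read-out is eYFP fluorescence (Ex 488/Em 500-530) from Vif-expressing HeLa A3G-eYFP cells; more signal means A3G escaped Vif-mediated degradation. Cells plated overnight, compound pinned in, incubated overnight at 37 deg C.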
D1 antag: Antagonist of Human D 1 Dopamine Receptor: qHTS; D(1A) dopamine receptor (Homo sapiens), P21728; HEK293 TREx D1 cells, calcium flux, dopamine EC80; hits give low values; activity change, negative = inhibition, % at 10 µM; hit rate 3.2% among 360,000; AID 504652, 2011; in the data active means activity change below about -30%; further: on the % scale 0 is the no-effect control and ±100 the full control effect
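Using tetracycline-induced force-coupled D1 Hek293 cells and a calcium dye, signals were followed for 180 s after compound, then for 180 s after EC80 dopamine, to detect inhibitors.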
D2 PAM: HTS Assay for Positive Allosteric Modulators of the Human D2 Dopamine Receptor: Primary Screen for Potentiators. HEK293 T-REx D2, calcium flux, EC20 dopamine potentiation. potentiation, % at 10 µM. hit rate 0.34% among 340,000. AID 485347, 2010;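 active means potentiation over 3 SD above the plate norm, cut at about 30% in these data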; further: 0% is about no effect
Target sequence (P14416 whole entry, looked up): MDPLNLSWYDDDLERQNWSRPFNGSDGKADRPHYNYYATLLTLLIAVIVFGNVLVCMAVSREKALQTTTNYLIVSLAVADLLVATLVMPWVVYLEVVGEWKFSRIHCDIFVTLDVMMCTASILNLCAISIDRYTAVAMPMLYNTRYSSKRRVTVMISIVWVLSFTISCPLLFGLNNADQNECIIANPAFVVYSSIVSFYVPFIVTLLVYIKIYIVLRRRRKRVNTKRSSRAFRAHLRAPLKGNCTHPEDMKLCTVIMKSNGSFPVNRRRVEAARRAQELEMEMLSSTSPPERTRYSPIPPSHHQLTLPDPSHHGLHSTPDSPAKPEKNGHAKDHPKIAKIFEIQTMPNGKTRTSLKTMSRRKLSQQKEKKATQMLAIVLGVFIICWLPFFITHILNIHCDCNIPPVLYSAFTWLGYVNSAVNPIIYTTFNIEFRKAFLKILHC
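Cells plated with tetracycline inducer and held overnight at 30 C; calcium dye loaded 30–90 min at room temperature; baseline taken, compound added and read 180 s; EC20 dopamine then added and read 180 s.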
GRP78 ERSR act: qHTS for Inducers of the Endoplasmic Reticulum Stress Response (ERSR) in Human Glioma: qHTS. U87-MG GRP78 promoter luciferase reporter, 16 h. Potency, µM, for inactives: at the highest dose activation, actives largely listed as activators. hit rate 0.02% among 420,000. AID 602332, 2012; further: potency means the concentration at half of the fitted maximal effect; series mostly up to about 76 µM; % of control where 0% means no effect; nearly all actives have a fitted effect of over 35% in size
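Stably transfected U87-MG human glioma cells carrying a GRP78-based luminescent sensor were seeded at 1000 cells/well, pin-dosed with compounds and incubated 16 h. Luciferase reagent was then added, and end-point luminescence was read after 10 min at room temperature.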
RXFP1 ag: qHTS Assay for Agonists of the Relaxin Receptor RXFP1 | Relaxin receptor 1 (Homo sapiens), Q9HBX9 | HEK293T-RXFP1 cAMP TR-FRET, 30 min; response scale: percent of porcine relaxin response, buffer zero | Potency, µM (series often up to 57.5 µM), without a hit: at the top dose activation, hits mostly activators | hit rate 0.3% among 370,000 | AID 2676, 2010; further: potency means the concentration at half of the fitted maximal effect; on the % scale 0 is the no-effect control and ±100 the full control effect; nearly all actives have a fitted effect of over 60% in size; many of its hits are not listed in these tables
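HEK293T cells stably expressing RXFP1 were pretreated with the PDE4 inhibitor Ro 20174, exposed to compounds for 30 min at 37C, lysed, and cAMP was read by TR-FRET. Data normalized to buffer (basal) and 29 nM porcine relaxin (100%).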
D1 PAM: Potentiators of Human D1 Dopamine Receptor: qHTS | AID 504651, 2011 | hit rate 0.036% among 360,000 | potentiation, % at 10 µM | HEK293 TREx D1 cells, calcium flux, dopamine EC20 potentiation; in the data active means potentiation above about 30%; further: 0% is about no effect
D1 agonist: Allosteric Agonists of the Human D1 Dopamine Receptor: qHTS; D(1A) dopamine receptor (Homo sapiens), P21728; HEK293 T-REx D1 cells, calcium flux, agonist mode; hit rate 1% among 360,000; activation, % at 2 µM; in the data active means activation above about 30%; further: 0% is about no effect
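Agonism was scored from calcium flux recorded over 180 s (1 read/s) after pintool compound addition, following a 10-cycle baseline. Cells were inducible force-coupled HEK293 TREx D1, plated overnight at 30 C and loaded with no-wash calcium dye.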
* marks the source's active call; other numbers are inactive results; ? = inconclusive; nt = not tested or not shown; & = joins results of further samples. Unless noted, the call rests on the fitted dose curve; in most records, active means well fitted curve in the direction sought with a large enough effect; inconclusive means small, poorly fitted or top-dose-only effect, or another doubt; inactive means no such curve, though single readings can be large; an effect the other way counts as inactive or inconclusive. Not all compounds are listed, so the mix of outcomes need not match the whole.

molecule	LDHA block	Vif-A3F inh	Vif-APOBEC3G blk	D1 antag	D2 PAM	GRP78 ERSR act	RXFP1 ag	D1 PAM	D1 agonist
CCOP(=O)(Cc1ccc(C#N)o1)OCC	-3	-29%	-1%	0	9	-6%	1.3%	-6	0
O=c1c2cc(Br)ccc2[nH]c(=S)n1-c1ccccc1	-7	-11%	-1%	19	-24	-2%	?	1	6
Cc1nn(Cc2ccccc2)c(Cl)c1C(=O)OC(C)C(=O)Nc1ccc(F)cc1Cl (stereo not drawn)	-6	6%	-4%	11	1	-6%	-0.3%	-3	14
COc1cccc(-n2c(O)c(C=NCCN3CCNCC3)c(=O)[nH]c2=S)c1	-4	1%	2%	-5	-3	-4%	0.0%	0	2
CCn1cc(C=C2C(=O)N(C)C(=O)N(C)C2=O)c2ccccc21	-5	1%	1%	-15	-2	-3%	-0.1%	2	0
CN1CCC(N(C)c2ccc(C(N)=O)cc2[N+](=O)[O-])CC1	-4	3%	3%	-13	3	-3%	-1.7%	-2	1
O=C(O)c1cccc(NC(=O)N2C[C@H]3C[C@@H](C2)c2cccc(=O)n2C3)c1	-6	9%	-4%	22	5	0%	0.2%	1	3
Cc1nc2ccc(Cl)cc2c(=O)n1-c1cccc(Cl)c1	-5	-13%	0%	0	1	-6%	0.9%	-4	1
CCOC(=O)c1cc2c(cn1)[C@H](CCO)NC2	8	5%	1%	nt	nt	-4%	nt	nt	nt
CCCCn1c(=O)c(C(=O)Nc2ncccc2C)c(O)c2ccccc21	-1	8%	-7%	13	6	8%	0.6%	-2	29
Cc1ccccc1CCNCc1cc2cccc(C)c2[nH]c1=O	-4	9%	1%	3	-9	-3%	0.1%	-1	10
Cc1ccc(OCC(=O)Nc2ccc(Cl)cc2C(=O)c2ccccc2)cc1C	-2	0%	3%	-11	-6	-3%	2.2%	-1	-1
O=C1/C(=C\c2cc3c(cc2Cl)OCO3)N2CCC1CC2	-5	1%	-6%	-2	6	-2%	-1.4%	8	11
CCOP(=O)(OCC)C(C)(C)NC(=O)C(Cl)(Cl)Cl	3	2%	-1%	40	16	-3%	-2.6%	0	2
O=C1NC(=O)N(c2ccccc2)C(=O)/C1=C/c1ccc(Sc2ccccc2)o1	-13	-7%	?	8	-5	-2%	4.6%	1	0
COC(=O)C1=C(C(=O)OC)C2c3ccccc3C1c1ccccc12	1	15%	-3%	nt	nt	-4%	nt	nt	nt
CC(=O)Nc1ccccc1C(=O)OCc1ccc(C(=O)c2ccccc2)cc1	1	-5%	1%	-19	15	8%	0.2%	-10	15
O=c1[nH]c(=O)n(Cc2ccccc2)c(O)c1C=NCCN1CCOCC1	6	-1%	0%	-8	1	-2%	3.5%	-3	6
O=C1C2C3CCC(O3)C2C(=O)N1c1cccc(F)c1 (stereo not drawn)	2	-7%	-26%	nt	nt	-5%	nt	nt	nt
Nc1cccc(SC2CC(=O)N(c3ccc(Cl)cc3C(=O)c3ccccc3)C2=O)c1 (stereo not drawn)	-6	-2%	-11%	nt	nt	-4%	nt	nt	nt
O[C@@H]1CCCN2CCc3c([nH]c4ccccc34)[C@H]12	5	-26%	-1%	nt	nt	-2%	nt	nt	nt
CCCCn1c(O)c(C(C)=Nc2ccc3c(c2)CCC3)c(=O)[nH]c1=O	4	12%	-12%	7	-9	3%	1.2%	4	0
Cc1cccc(-n2c(O)c(C=NCCN3CCNCC3)c(=O)[nH]c2=S)c1	0	11%	3%	-9	-4	-5%	2.8%	-3	3
Clc1cccc(CN2CCCCC2c2cccnc2)c1 (stereo not drawn)	3	-3%	-4%	-1	5	-3%	-1.2%	0	6
COc1ccc(-c2n(-c3ccccn3)c3ccccc3[n+]2-c2ccccn2)cc1	0	-2%	-2%	14	9	0%	1.3%	-4	4
COC1CCCCC1NCCc1ccccc1 (stereo not drawn)	-16	0%	3%	-11	1	-3%	-2.0%	-1	4
CCCCC1(CCO)C(=O)NC(=S)NC1=O	-9	-1%	2%	nt	nt	-3%	nt	nt	nt
C[N+]1(C)C2CCC1CC(OC(=O)C(CO)c1ccccc1)C2 (stereo not drawn)	-1&-10	1%	-1%	7	nt	-6%&-1%&-2%	-2.6%	-4	-1
CN1CCc2nc(SCc3ccccc3Br)c(C#N)cc2C1	3	0%	0%	-35*	0	4%	3.6%	-1	2
COc1ccc(C2=NCC(=O)N(CC(=O)NCc3ccco3)c3sc4c(c32)CCCC4)cc1	1	-5%	0%	3	10	0%	-1.1%	-4	2
CCCCn1c(=O)c(C(=O)NCc2ccco2)c(O)c2ccccc21	-1	6%	1%	12	15	-5%	1.0%	-2	10
O=C1NC(=O)[C@]2(Cc3ccccc3N3CCN(c4ccccc4)CC32)C(=O)N1Cc1ccccc1 (stereo partly drawn)	2	6%	-4%	9	-18	4%	0.7%	0	0
Cc1ccccc1-c1nn2c(=O)cc(CN3CCN(C(=O)COc4ccccc4Cl)CC3)nc2s1	-1	3%	-24%	-35*	-4	-2%	3.0%	-3	-2
Brc1ccc(CN2CCNCC2)s1	-5	-2%	0%	-15	-20	-3%	-0.1%	-2	3
O=C1NC(=S)N(c2ccc(F)cc2)C(=O)/C1=C/c1ccco1	nt	nt	nt	0	14	nt	-0.4%	-6	-2
O=C1/C(=C/c2ccccc2Cl)N2CCC1CC2	-7	-2%	0%	-4	-2	0%	-2.3%	-3	2
Nc1cc(Cl)cc(Cl)c1	-5	-6%	1%	nt	-7	2%	-0.3%	2	-1
CCCNS(=O)(=O)c1ccc(OCC(=O)N2CCN(Cc3ccc4c(c3)OCO4)CC2)cc1	-14	-7%	3%	-26	0	-1%	-1.5%	-5	14
CNCCCc1ccccc1	-5	4%	-4%	-13	-4	-3%	1.5%	8	3
O=C(c1cc2ccccn2n1)N1CCC2(CC1)OCCO2	0	-12%	0%	-7	7	-2%	2.8%	-3	5
CCCCn1c(O)c(/C=N/N2CCCCC2c2cccnc2)c(=O)[nH]c1=S (stereo not drawn)	-4	11%	-11%	6	3	-2%	-0.8%	7	7
CC(=O)Nc1nc(CCl)cs1	18	6%	0%	-1	3	-2%	5.2%	-4	4
COC(=O)C1=C(c2ccc(S(C)(=O)=O)cc2)C[C@@H]2CC[C@H]1N2C(=O)NCc1ccccc1	-7	3%	0%	nt	nt	-3%	nt	nt	nt
Cc1c(C=C2C(=O)NC(=O)NC2=O)c(=O)n(-c2ccccc2)n1C	-3	3%	2%	-1	9	4%	3.2%	-6	2
Clc1ccc(C(Cn2ccnc2)OCc2csc3c(Cl)cccc23)c(Cl)c1 (stereo not drawn)	-6	4%	-13%	17	nt	-1%	1.1%	-5	27
O=C(CF)N(O)c1ccc(C=Cc2ccccc2)cc1	-3	4%	-2%	nt	nt	-5%	nt	nt	nt
C=CCn1c(O)c(C=NCCN2CCNCC2)c(=O)[nH]c1=O	-5	-3%	0%	-1	-1	-6%	1.3%	-2	2
c1ccc(CNC2CN3CCC2CC3)cc1 (stereo not drawn)	-5	10%	-2%	nt	nt	-1%	nt	nt	nt
CC(Cc1ccccc1)[n+]1cc(/N=C(\N)[O-])on1 (stereo not drawn)	-5	-8%	-1%	6	1	-6%	0.0%	1	3
Cc1ccc(C)c(NC2=NCCCS2)c1	2	-3%	1%	7	-5	-6%	-0.5%	3	4

Next part
molecule	LDHA block	Vif-A3F inh	Vif-APOBEC3G blk	D1 antag	D2 PAM	GRP78 ERSR act	RXFP1 ag	D1 PAM	D1 agonist
Cc1ccc(-c2nc(CN3C(=O)CN=C(c4ccccc4)c4cc(Cl)ccc43)c(C)o2)cc1	2	9%	1%	11	9	-2%	5.6%	1	6
COC(=O)C1=C(c2c(C)noc2C)C[C@@H]2CC[C@H]1N2C(=O)NCCOc1ccccc1Cl	0	5%	0%	4	6	-1%	0.5%	-1	-1
C1=C(c2c[nH]c3ccccc23)CCN(Cc2ccccc2)C1	-7	1%	6%	6	-21	6%	2.5%	-6	6
CCCCn1c(=O)c(C=Nc2ccc(Cl)cc2)c(O)n(Cc2ccco2)c1=O	-4	2%	-6%	13	10	-2%	0.2%	0	3

Reformatted: entries from further up
Order of results: LDHA block, Vif-A3F inh, Vif-APOBEC3G blk, D1 antag, D2 PAM, GRP78 ERSR act, RXFP1 ag, D1 PAM, D1 agonist
> CCCCn1c(=O)c(C(=O)NCc2ccco2)c(O)c2ccccc21
  -1, 6%, 1%, 12, 15, -5%, 1.0%, -2, 10
> Clc1cccc(CN2CCCCC2c2cccnc2)c1 (stereo not drawn)
  3, -3%, -4%, -1, 5, -3%, -1.2%, 0, 6
